Screens (PubChem BioAssay)
12-LOX inh = Primary qHTS assay for inhibitors of human arachidonate 12S-lipoxygenase (ALOX12): Round 2; 580,000 compounds, 1.1% hits; AID 1671190, 2021; Potency, µM (titrated, usually from 108 µM), without a hit: at the highest dose activity change, negative = inhibition, hits mostly inhibitors; purified 12hLO, xylenol orange hydroperoxide absorbance; note: potency is the fitted concentration of half-maximal effect; % is set by controls: 0 for no effect and ±100 for the full control effect
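Hydroperoxide product was detected by ferrous iron/xylenol orange as the 573 to 405 nm absorbance ratio. Arachidonic acid at 40 uM (final) was turned over for 30 min at room temperature by 150 nM human 12hLO, pH 7.0 Hepes buffer, after 15 min compound preincubation.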
ERG-DNA inh = qHTS for Small Molecule Inhibitors of the ERG Ets/DNA interaction; fluorescence polarization, His-ERG Ets domain / labelled DNA; Potency, µM (top dose mostly 76.9 µM), without a hit: at the highest dose FP activity, negative = inhibition, usual class: inhibitors; 370,000 compounds, 0.028% hits; active = well fitted inhibition curve with a large enough effect in the polarisation, with a control signal flat; inconclusive = small, poorly fitted or top-dose-only effect, or effect the other way, or a change in a side signal; inactive = no such curve, though single readings can be large or run the other way; the % refers to the polarisation;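 note: polarization taken with two DNA probes labelled with fluorescein and Texas red; potency is the fitted concentration of half-maximal effect; % of control where 0% means no effect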
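His-tagged ERG Ets domain (1 uM in the protein solution; 300mM KCl, 50mM Tris-HCl, 1mM EDTA, 1mM DTT, pH 7.5) received compound, then a probe mix of 5 nM fluorescein-DNA and 100nM Texas-615-DNA. Fluorescence polarization was read for both dyes.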
POLK inh = qHTS for Inhibitors of Polymerase Kappa. DNA polymerase kappa (Homo sapiens), Q9UBT6. Potency, µM (series often up to 107 µM), for the others: top-dose activity, negative = inhibition, usual class: inhibitors. 400,000 compounds, 0.53% hits. purified Pol kappa, fluorescent DNA synthesis assay, 10 min; note: potency is the fitted concentration of half-maximal effect; % is set by controls: 0 for no effect and ±100 for the full control effect
Target sequence (Q9UBT6 whole entry, looked up): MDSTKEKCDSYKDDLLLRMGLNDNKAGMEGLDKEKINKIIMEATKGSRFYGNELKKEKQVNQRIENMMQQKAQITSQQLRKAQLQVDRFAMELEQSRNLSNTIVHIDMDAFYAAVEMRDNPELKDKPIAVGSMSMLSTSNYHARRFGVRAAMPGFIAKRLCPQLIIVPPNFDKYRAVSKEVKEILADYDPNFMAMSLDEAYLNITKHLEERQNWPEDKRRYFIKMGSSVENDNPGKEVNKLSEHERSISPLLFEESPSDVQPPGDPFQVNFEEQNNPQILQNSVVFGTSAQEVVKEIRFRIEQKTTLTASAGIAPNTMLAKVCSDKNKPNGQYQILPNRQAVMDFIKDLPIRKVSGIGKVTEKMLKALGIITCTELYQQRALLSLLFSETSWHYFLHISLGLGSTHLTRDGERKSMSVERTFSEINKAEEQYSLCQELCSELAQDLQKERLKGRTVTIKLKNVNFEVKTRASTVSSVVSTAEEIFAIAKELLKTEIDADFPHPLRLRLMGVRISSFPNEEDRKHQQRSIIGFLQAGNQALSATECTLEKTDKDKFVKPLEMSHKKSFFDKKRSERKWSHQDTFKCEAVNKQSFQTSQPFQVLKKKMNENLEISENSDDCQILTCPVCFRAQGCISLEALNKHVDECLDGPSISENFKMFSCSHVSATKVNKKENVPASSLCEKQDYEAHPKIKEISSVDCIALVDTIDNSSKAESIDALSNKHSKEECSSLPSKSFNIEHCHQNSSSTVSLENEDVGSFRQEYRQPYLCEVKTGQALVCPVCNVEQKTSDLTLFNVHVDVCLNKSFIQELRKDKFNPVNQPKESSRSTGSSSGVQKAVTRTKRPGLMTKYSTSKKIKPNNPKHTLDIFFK
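Kinetic fluorescence screen: compound preincubated 15 min RT with 10 nM enzyme; 50 nM substrate (final) initiates; reads at 0/10 min.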
LDHA block = qHTS assay for inhibitors of human lactate dehydrogenase | 480,000 compounds, 0.15% hits | purified LDHA, NADH/diaphorase-resazurin fluorescence; stronger effect = lower value | AID 1347041, 2019 | activity change, % (values are at about 110 or 230 µM) | L-lactate dehydrogenase A chain (Homo sapiens), P00338; in the data active = activity change below about -30%; inconclusive = mostly about -25% to -30%;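 note: plate controls were DMSO wells for no effect and wells without enzyme for full effect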
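Remaining NADH was detected by diaphorase (0.133 mg/mL) converting 37 µM resazurin to fluorescent resorufin, read at 0 and 20 minutes. The preceding 5-minute room-temperature reaction used 2 nM LDHA, 0.2 mM sodium pyruvate and 0.06 mM NADH at pH 7.4.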
RGS4 inh = Inhibitors of Regulator of G Protein Signaling (RGS) 4: qHTS. 390,000 compounds, 0.039% hits. Transcreener GDP fluorescence polarization, RGS4-accelerated GTP hydrolysis. Regulator of G-protein signaling 4 (Homo sapiens), P49798. Potency, µM (series often up to 114 µM), for the others: top-dose activity change, negative = inhibition, hits mostly inhibitors; note: potency is the fitted concentration of half-maximal effect; % is set by controls: 0 for no effect and ±100 for the full control effect; nearly all actives have a fitted effect of over 75% in size; some results filed as inactive show a strong effect at the top dose
Target sequence (P49798 whole entry, looked up): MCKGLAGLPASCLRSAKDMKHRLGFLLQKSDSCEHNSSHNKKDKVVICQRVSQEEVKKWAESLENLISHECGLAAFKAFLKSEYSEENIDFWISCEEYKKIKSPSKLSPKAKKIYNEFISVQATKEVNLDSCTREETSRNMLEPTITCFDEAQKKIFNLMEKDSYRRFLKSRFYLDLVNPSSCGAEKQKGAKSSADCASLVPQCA
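MLSMR compounds (23 nl, pin-transferred) preincubated 10 min at room temperature with a 500nM (2x) first reagent, then RGS4 at 900nM (2x) plus Transcreener GDP mix added; fluorescence polarization (620/688 nm) read before and after 90 min at 30 °C.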
POLB inh = qHTS Assay for Inhibitors of DNA Polymerase Beta. P06746. Pol beta primer extension/strand displacement, fluorescence kinetic. Potency, µM (top dose mostly 114 µM), without a hit: at the top dose activity change, negative = inhibition, usual class: inhibitors. 340,000 compounds, 1.3% hits. AID 485314, 2010; note: potency is the fitted concentration of half-maximal effect; % is set by controls: 0 for no effect and ±100 for the full control effect
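Preincubation: enzyme (10 nM) with compound, 15 min, RT. Reaction: substrate added to 50 nM final. Reads: 0 and 10 min. Analysis: normalized, Hill fit.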
APE1 inh = qHTS Assay for Inhibitors of the Human Apurinic/apyrimidinic Endonuclease 1 (APE1) | AID 2517, 2012 | Potency, µM (doses to about 65.8 µM), for inactives: at the top dose activity change, negative = inhibition, most hits filed as inhibitors | DNA repair nuclease/redox regulator APEX1 (Homo sapiens), P27695 | recombinant APE1, TAMRA/BHQ-2 abasic DNA cleavage fluorescence | 350,000 compounds, 0.35% hits;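 note: potency is the fitted concentration of half-maximal effect; plate controls were vehicle for no effect and reference inhibitor for full effect; nearly all actives have a fitted effect of over 55% in size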
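Measures dequenching upon AP-site incision of a 5'-TAMRA/3'-BHQ-2 THF-containing duplex, 50 nM; human APE1 0.75 nM after 15 min room-temperature exposure to compound; kinetic three-point read at one-minute spacing.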
Pol eta inh = qHTS for Inhibitors of Polymerase Eta; Potency, µM (doses to about 114 µM), inactives show at the highest dose activity change, negative = inhibition, hits mostly inhibitors; 390,000 compounds, 1.2% hits; DNA polymerase eta (Homo sapiens), Q9Y253; recombinant Pol eta, fluorescent DNA replication assay; note: potency is the fitted concentration of half-maximal effect; % is set by controls: 0 for no effect and ±100 for the full control effect
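Pol eta at 10 nM preincubated with compounds 15 min at room temperature; reaction started with fluorescent substrate (50 nM final) and read kinetically at 0 and 10 min.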
Apoferritin bind = qHTS Assay for Identification of Novel General Anesthetics; Ferritin light chain (Equus caballus), P02791; 350,000 compounds, 0.074% hits; AID 485281, 2010; apoferritin/1-aminoanthracene competitive binding, fluorescence; Potency, µM (series often up to 77.5 µM), without a hit: top-dose activity change, negative = displacement, hits mostly inhibitors; note: potency is the fitted concentration of half-maximal effect; % is set by controls: 0 for no effect and ±100 for the full control effect; nearly all actives have a fitted effect of over 20% in size
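In PBS, apoferritin at 10 uM is loaded with 1-AMA from a 50% saturated solution. After 10 min of compound exposure at ambient temperature, reduced 535 nm fluorescence indicates probe displacement.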
* hit, by the source's call; ? = inconclusive; · = not tested or not shown; & = joins results of further samples; [ ] = remark or other dose. Unless noted, calls come from the whole dose curve; as a rule, active = well fitted curve in the direction sought with a large enough effect; inconclusive = small, poorly fitted or top-dose-only effect, or another doubt; inactive = no such curve, though single readings can be large; an effect the other way counts as inactive or inconclusive. This is a subset, so the mix of outcomes need not match the whole.

SMILES	12-LOX inh	ERG-DNA inh	POLK inh	LDHA block	RGS4 inh	POLB inh	APE1 inh	Pol eta inh	Apoferritin bind
COc1ccc(CN2CC(C(=O)NCc3cccc(OC)c3)CC2=O)cc1 (centres undefined)	-2%	-1%	-16%	-2	-15%	18%	-6%	-1%	-8%
Cc1ccc2nsnc2c1NC(=O)c1ccc(-c2cc(Cl)ccc2Cl)o1	?	-3%	-3%	3	-29%	8%	1%	-10%	-13%
Cc1ccc(S(=O)(=O)Nc2ccccc2CNc2ccc(Br)cn2)cc1	-14%	6%	-9%	-3	16%	0%	0%	-9%	2%
Cc1ccc(S(=O)(=O)N2C(=O)C(C)SC2=Nc2ccccc2)cc1 (centres undefined)	4%	-1%	8%	-2	-29%	16%	0%	-14%	-4%
Clc1nc(-c2n[nH]nc2Cl)n[nH]1	?	2%	-7%	0	-6%	9%	-8%	11%	-3%
O=C(CN1C(=O)c2ccc([N+](=O)[O-])cc2C1=O)NCC1CCCO1 (centres undefined)	-3%	4%	-16%	2	23%	·	8%	-1%	·
Cc1c(CNC2CCCCC2)c(C(=O)O)c(C)n1Cc1ccc(Cl)cc1	?	-4%	-11%	-2	3%	2%	·	-24%	-7%
COc1ccc(NC(=O)C2CCCN(C)C2)cc1OCC(C)C (centres undefined)	0%	2%	-11%	0	-33%[56.9 µM]	0%	-2%	-7%	9%
COc1ccccc1Nc1nc(=O)[nH]nc1C	16%	-6%	-4%	0	2%	-6%	4%	-12%	-12%
CS(=O)(=O)N1CCN(c2ccccc2NC(=O)c2ccc([N+](=O)[O-])o2)CC1	2%	16%	-8%	-4	?	17%	4%	5%	-12%

An excerpt from above, limited to APE1 inh:
molecule,APE1 inh
Cc1ccc(S(=O)(=O)N2C(=O)C(C)SC2=Nc2ccccc2)cc1 (centres undefined),0%
Clc1nc(-c2n[nH]nc2Cl)n[nH]1,-8%
O=C(CN1C(=O)c2ccc([N+](=O)[O-])cc2C1=O)NCC1CCCO1 (centres undefined),8%

Additional entries
SMILES	12-LOX inh	ERG-DNA inh	POLK inh	LDHA block	RGS4 inh	POLB inh	APE1 inh	Pol eta inh	Apoferritin bind
CON(C)C(=O)C[C@@H]1C[C@H](OC(=O)c2ccc([N+](=O)[O-])cc2)CN1C(=O)OC(C)(C)C	-6%	-15%	7%	0	8%	·	14%	1%	·
COc1ccc(CCNS(=O)(=O)c2cccc(C(=O)O)c2)cc1OC	?	-3%	-2%	2	-56%[11.4 µM]	1%	0%	-9%	-6%
CC(=O)N1c2ccc(S(=O)(=O)Nc3ccc(C)c(Cl)c3)cc2CC1C (centres undefined)	?	1%	?	4	26%	3%	·	-18%	6%
C=CC[n+]1c(/C=C/c2ccc(OC(C)=O)c(OC)c2)ccc2ccccc21	?	10%	-8%	3	-16%	2%	8%	-13%	123%[activator]
COc1ccc(NC(=O)CSc2nc3cccnc3n2C)cc1	3%	7%	9%	3	-6%	25%	4%	-7%	?
Cn1ncc(Br)c1NC(=O)Nc1ccccc1	·	-26%	4%	6	-9%	5%	39%	-9%	5%
O=C(COc1ccccc1Cl)NCCNC(=O)c1ccncc1	-5%	-21%	4%	2	-11%	28%	23%	-12%	-2%
O=C(NCc1ccccn1)c1cccs1	6%	-1%	16%	-6	-27%	-23%	1%	-4%	6%
CN1CCN(C(=O)c2cccn(Cc3ccc(C(F)(F)F)cc3)c2=O)CC1	-5%	3%	-10%	-4	32%	16%	-8%	-16%	29%
CCOc1ccc(-n2ccnc2SCC(=O)Nc2ccc(OC)cc2OC)cc1	1%	-12%	-2%[60.1 µM]	-6	7%	-23%	·	-6%	-6%
Cc1cccc2cc(/C=N/NC(=O)c3ccccc3O)c(Cl)nc12	-17%	11%	-3%	-1	-13%	28µM*	2%	?	-13%
COc1ccc(C(=O)CSc2nnc(CNC(=O)c3ccccc3)o2)cc1	28%	6%	4%	-3	-2%	?	28%	-13%	-17%
COc1ccc(CNC(=O)C(C)n2nc(C)c3c(C)n(-c4ccccc4)nc3c2=O)c(OC)c1 (centres undefined)	-5%&-11%	-6%&-4%	4%&10%	-1&0	-9%[11.4 µM]	5%&12%	77%[activator]	-19%&-18%	?
CSCCC(NC(=O)c1ccco1)C(=O)NCC(c1ccco1)N1CCCCC1 (centres undefined)	-2%	21%	14%	-1	-12%	·	6%	-17%	·
CCC(Cc1ccccc1)n1c(=S)[nH]c2ccccc2c1=O (centres undefined)	?	-8%	-14%	1	3%	0%	-20%	-28%	?
Cc1ccc(O)c(-c2cc(C(=O)NCc3ccc4c(c3)OCO4)[nH]n2)c1	0%	4%	-10%	-5	25%	2%	12%	-9%	-9%
COc1ccc(C(=O)Nc2ccc(N3CCN(c4ccc(OC)cc4)CC3)c(C#N)c2)cc1	0%	-7%	-2%	1	8%	8%	-4%	-6%	6%
CCN(C(=O)COC(=O)c1cc(-c2ccccc2)nc2c1c(C)nn2-c1ccccc1)C1CCS(=O)(=O)C1 (centres undefined)	-7%	-4%	0%	-5	11%	6%	-1%	-15%	0%
CN(NC(=O)COc1ccccc1)c1ccccc1	11%	·	-7%	-8	16%	-2%[57.1 µM]	0%	-4%	4%
Cc1onc(-c2ccccc2)c1C(=O)NC(C)c1ccccc1 (centres undefined)	39%[activator]	3%	-1%	4	-6%	·	·	-6%	·
Cc1cc(=O)[nH]c2nnc(SCc3c(F)cccc3Cl)n12	?	0%	-10%[60.1 µM]	-5	-9%	29%	·	-4%	7%
O=C(COC(=O)Cn1cnc2ccccc2c1=O)Nc1ccccc1OC(F)F	14%	6%	3%	-9	8%	·	18%	0%	·
CCc1ccc(NC(=O)C(C)OC(=O)c2ccc(-n3cnnn3)cc2)cc1 (centres undefined)	-1%	16%	-4%	-14	-8%	·	16%	-10%	·
CSc1cccc(NC(=O)CCS(=O)(=O)c2cccc3nonc23)c1	?	-8%	-23%	-2	-7%	-26%	42%[activator]	-16%	-7%
Cc1cc(NS(=O)(=O)c2ccc(NS(=O)(=O)c3cc(C)c(Cl)cc3Cl)cc2)no1	-11%	-4%	-5%	-6	-12%	11%	10%	-12%	-2%
Oc1ccc(-c2cn3cc(C(F)(F)F)ccc3n2)cc1	2%	-6%	-7%	-5	12%	?	2%	-14%	-9%
O=C(O)c1cccc(-c2ccc(/C=N/NC(=O)c3cccnc3)o2)c1	-3%	-2%	-42%	4	-30%	25µM*	14%	10µM*	5%
NC(=O)c1ccsc1NC(=O)CN1CCN(S(=O)(=O)c2ccccc2C(F)(F)F)CC1	204%[activator]	2%	7%	2	15%	·	·	-6%	·
Cc1cc(NC(=O)CSc2nc3ccccc3c(=O)n2CCCC(=O)NCc2ccco2)n[nH]1	0%	1%	-13%	0	24%	15%	6%	12%	-15%
COc1ccccc1CNc1ccc2nnc(CCNC(=O)c3ccccc3)n2n1	19%	7%	6%	-5	11%	11%	10%	-16%	-9%
CCN1CCN(C(=O)C2=CC(c3ccc(C)cc3)=NS(=O)(=O)N2C)CC1	-22%	-4%	9%	-1	14%	?	12%	-4%	-16%
COc1ccc(NC(=O)CN(c2ccc(C)cc2)S(=O)(=O)c2cccc3nonc23)cc1OC	0%	0%	-9%	4	-15%	3%	·	?	-20%
CC1CC(C)CN(CCCNC(=O)c2c(O)nc3ccccn3c2=O)C1 (centres undefined)	8%	2%	-4%	10	-26%	·	18%	-19%	·
COc1cc(NC(=O)C2CCCC2)c(OC)cc1Cl	0%	12%	-4%	-1	-12%	-28%	-2%	-22%	-15%
COc1ccc(OC)c(-c2c3c([nH]c(=S)c2C#N)CCCC3)c1	?	4%	-19%	-3	?	40%	-3%	-19%	-19%
COc1ccc(Br)c(C(=O)Nc2cc3c(cc2N2CCOCC2)n(C)c(=O)n3C)c1	-5%	1%	8%	15	6%	1%	·	6%	-2%
CCn1nc(NC(=O)c2ccncc2)c2cc3ccc(C)cc3nc21	-14%	0%	-5%	3	-15%	25%	-1%	-16%	-11%
Cn1nccc1CNC(=O)c1c(Cl)cnn1C	-1%	7%	8%	0	-18%	52%	0%	-18%	-6%
CCN(Cc1ccccc1)c1ccc(/C=N/N2CCOCC2)cc1	-11%	-1%	-13%	4	21%	10%	14%	-18%	-4%
Cc1cc(C)n(/N=C/c2cccc([N+](=O)[O-])c2)c(=O)c1	-16%	-4%	1%	1	-8%	13%	6%	-11%	7%
CCCc1cc2c(=O)c(-c3cscn3)c(C(=O)OCC)oc2cc1O	2%	4%	-10%	-9	11%	-20%	-4%	?	-15%
Cn1cccc1C(=O)N/N=C/c1c(Cl)cccc1Cl	-13%	-1%	-5%	-6	19%	-22%	25%	-19%	-5%
